Source: PubChem (Sanford-Burnham Center for Chemical Genomics)
Apaf-1 inh – human Apaf-1 inhibition | AID 489030 | reconstituted apoptosome caspase-3 activity, DEVD-Rh110 fluorescence | inhibition, % at 20 µM | O14727 | actives 0.71% (n = 330,000); active means inhibition of at least 40% at 20 µM;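 further: plate controls were DMSO wells for no effect and DEVD-CHO caspase inhibitor wells for full effect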
Target sequence (O14727 whole entry, looked up): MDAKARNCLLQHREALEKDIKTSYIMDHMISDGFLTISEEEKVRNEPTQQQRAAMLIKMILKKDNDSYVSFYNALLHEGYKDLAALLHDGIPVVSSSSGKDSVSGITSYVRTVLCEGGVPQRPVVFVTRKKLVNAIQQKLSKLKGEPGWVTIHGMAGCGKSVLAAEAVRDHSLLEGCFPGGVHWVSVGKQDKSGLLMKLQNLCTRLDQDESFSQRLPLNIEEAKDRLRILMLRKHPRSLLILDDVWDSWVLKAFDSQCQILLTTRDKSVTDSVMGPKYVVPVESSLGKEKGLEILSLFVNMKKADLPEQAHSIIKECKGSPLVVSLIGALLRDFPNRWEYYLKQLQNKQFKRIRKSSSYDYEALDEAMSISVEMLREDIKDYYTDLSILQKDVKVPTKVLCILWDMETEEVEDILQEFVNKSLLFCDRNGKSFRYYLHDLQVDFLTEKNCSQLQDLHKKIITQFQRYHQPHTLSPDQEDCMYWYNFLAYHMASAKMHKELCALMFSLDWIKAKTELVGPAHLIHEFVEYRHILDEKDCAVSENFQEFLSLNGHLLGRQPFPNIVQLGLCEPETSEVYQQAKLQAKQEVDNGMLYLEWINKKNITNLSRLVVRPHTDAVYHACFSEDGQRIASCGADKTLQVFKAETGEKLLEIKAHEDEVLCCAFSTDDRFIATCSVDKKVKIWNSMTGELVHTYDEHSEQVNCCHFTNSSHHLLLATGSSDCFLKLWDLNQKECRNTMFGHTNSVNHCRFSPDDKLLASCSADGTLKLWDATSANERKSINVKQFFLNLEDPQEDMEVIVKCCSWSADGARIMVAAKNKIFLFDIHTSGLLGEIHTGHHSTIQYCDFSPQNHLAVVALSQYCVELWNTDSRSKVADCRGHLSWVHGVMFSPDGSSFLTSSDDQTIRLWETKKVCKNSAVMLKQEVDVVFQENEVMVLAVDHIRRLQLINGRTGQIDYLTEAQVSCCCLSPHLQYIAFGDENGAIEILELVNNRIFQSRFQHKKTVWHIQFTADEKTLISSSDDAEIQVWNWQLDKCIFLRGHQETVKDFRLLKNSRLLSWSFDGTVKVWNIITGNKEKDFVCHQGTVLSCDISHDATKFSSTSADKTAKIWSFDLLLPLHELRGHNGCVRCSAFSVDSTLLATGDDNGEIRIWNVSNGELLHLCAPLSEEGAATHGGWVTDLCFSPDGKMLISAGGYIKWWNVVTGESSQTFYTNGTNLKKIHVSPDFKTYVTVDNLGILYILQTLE
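Assay system: Apoptosome proteins | Medium: pH 7.5 Hepes buffer with CHAPS, BSA, DTT | Also added: Cytochrome c and DEVD-Rh110 substrate | Times: 30 min plus 50 min, RT | Detection: Rhodamine 110 fluorescence at Ex 480/Em 540 nm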
mIAP activ – mouse IAP activation. muIAP, CDP-Star luminescence, 30 min; hits give high values; 1 = vehicle-only enzyme signal, 0 = enzyme-free wells. actives 0.24% (n = 330,000). activation factor at 10 µM;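 active means activation factor of at least 2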; further: the source names both 10 and 20 µM as test concentration; values of inactives mirror those of a sister screen read the other way
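Assay system: mouse IAP enzyme; Reagent: CDP-Star chemiluminescent phosphatase substrate; Compound: DMSO-dissolved test compounds; Incubation: 30 min, room temperature; Technique: luminescence from enzymatic CDP-Star hydrolysis; Controls: DMSO-only wells and no-enzyme negative control.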
TIM10 inh – inhibits growth of TIM10 yeast strain | S. cerevisiae TIM10 strain growth, BacTiter-Glo luminescence, 24 h | inhibition, % at 10 µM | actives 1.4% (n = 330,000) | AID 463195;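 active means inhibition of 40% or more at the single tested concentration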;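 further: wild-type TIM10 isogenic control strain grown at permissive 25 °C; 0% = DMSO yeast wells and 100% = minimal medium wells without yeast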
mIAP inh – blocks mouse intestinal alkaline phosphatase; inhibition, % at 10 µM; AID 2806; actives 0.2% (n = 330,000); purified mouse IAP, CDP-Star luminescence, 30 min;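 active means inhibition of at least 40% at 10 µM in the primary screen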;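 further: plate controls were DMSO with enzyme for no effect and no enzyme wells for full effect; values of inactives mirror those of a sister screen read the other way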
hIAP act – increases human intestinal alkaline phosphatase activity | P09923 | purified human IAP, CDP-Star luminescence, 30 min; hits give high values; 1 = vehicle-only enzyme, 0 = enzyme-free background | activation factor at 10 µM | actives 0.16% (n = 330,000) | AID 2524;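 active means activation factor of the enzyme at least 2-fold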; further: the source names both 10 and 20 µM as test concentration; values of inactives mirror those of a sister screen read the other way
tim10-1 inh – inhibits growth of tim10-1 mutant yeast | inhibition, % at 20 µM | actives 2.2% (n = 330,000) | S. cerevisiae tim10-1 ts strain growth, BacTiter-Glo, 24 h;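 active means inhibition of at least 40%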;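 further: mutant grown at 25 °C; 0% = DMSO wells with yeast and 100% = wells holding no yeast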
NALP3 yeast inh – blocks the NALP3 inflammasome reconstituted in yeast; Yeast reconstituted NLRP3/ASC/caspase-1, beta-gal luminescence, 24 h; inhibition, % at 10 µM; actives 0.39% (n = 330,000);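 active means inhibition of 50% or more; inactive means inhibition below 50%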;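 further: plate controls were induced DMSO wells for no effect and uninduced yeast grown without galactose for full effect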
ATG4B inhibitor – ATG4B (human) cysteine protease inhibition; ATG4B cleavage of LC3-PLA2, NBD-HPC fluorescence, 1 h; inhibition, % at 8.33 µM; actives 0.51% (n = 340,000); AID 504462; in the data active means inhibition above about 40%
hIAP inh – blocks human intestinal alkaline phosphatase; P09923; purified IAP, CDP-Star luminescence, 30 min; actives 0.12% (n = 330,000); inhibition, % at 10 µM; AID 2544;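 active means inhibition reaching a set limit with compound at 10 µM in the primary screen, cut at about 35% in these data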;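 further: plate controls were DMSO wells with enzyme for no effect and no-enzyme buffer wells for full effect; values of inactives mirror those of a sister screen read the other way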
* marks the source's active call; other numbers are inactive results; nt = not tested or not shown; & = joins results of further samples.

SMILES	Apaf-1 inh	mIAP activ	TIM10 inh	mIAP inh	hIAP act	tim10-1 inh	NALP3 yeast inh	ATG4B inhibitor	hIAP inh
CC1CCN(C(=O)COC(=O)C2CCN(S(=O)(=O)c3ccc4c(c3)OCCO4)CC2)CC1	8.3	0.903	10.6	9.7	1.13	18.1	3.7	5.2	-13.1
Cc1ccc(-c2csc(/C(C#N)=C/Nc3ccccc3SC(F)(F)F)n2)c(C)c1	11.9	0.941	12.1	5.9	1.18	18.0	-4.8	8.1	-18.0
O=C(CCCn1cncn1)N1CCCC(Nc2ccc(F)cc2)C1 (centres undefined)	-7.6	0.975	-8.6	2.5	1.13	-9.1	20.0	-0.9	-13.1
CC1=NN(C(N)=S)C(=O)C1N=Nc1c(C)cc(C)cc1C (centres undefined)	1.4	0.946	37.2	5.4	0.784	44.9*	33.3	-5.9	21.6
C(=C\c1nc(N2CCCC2)c2ccccc2n1)/c1ccccc1	1.5	0.868	21.8	13.2	0.94	-0.5	47.5	1.8	6.0
CC1CC(C)CN(C(=O)CCCn2c(=O)c3cccn3c3cccnc32)C1 (centres undefined)	10.1	0.97	-3.5	3.0	0.984	26.8	14.0	-5.6	1.6
COc1ccc(-n2c(SCC(N)=O)nnc2-c2cccnc2)cc1	6.0	1.01	-9.8	-0.6	0.988	5.4	10.4	-7.4	1.2
Cn1c(=O)oc2cc(S(=O)(=O)NCCC(=O)N3CCc4ccccc4C3)ccc21	-4.1	1.1	-13.2	-9.7	1.02	-3.5	12.6	14.5	-2.3
Cc1ccc2[nH]c(C(=O)N3CCCCC3)cc2c1	-0.2	1	-1.2	-0.4	1.02	2.5	17.9	1.2	-1.9
COc1ccc(/C=C2\N=C(SC)NC2=O)cc1	6.3	0.99	-5.3	1.0	1.09	5.4	13.6	-2.5	-9.3
COc1ccc(N2CCN(C(=O)CC3NC4CCCCC4NC3=O)CC2)cc1 (centres undefined)	4.8	0.991	-3.3	0.9	0.917	7.8	-5.0	-3.9	8.3
Cc1ccc(NC(=O)/C(=C/c2ccco2)c2ccccc2)c(C)c1	14.7	1.03	-47.9	-2.6	1.17	-13.7	19.0	13.1	-16.7
Cc1ccccc1-n1cnc2cc(NCc3cccs3)ccc21	17.5	0.963	36.1	3.7	1.04	25.5	6.8	14.6	-3.8
CCc1ccc(CNC(=O)Cn2nc(-c3ccc(C)cc3)ccc2=O)cc1	2.3	1.09	14.0	-9.4	0.852	28.1	19.0	nt	14.8
COc1ccc(NC(=O)c2ccc(Cl)nc2)cc1S(=O)(=O)N1CCCCC1	-0.3	0.905	-13.9	9.5	0.855	8.2	4.0	0.0	14.5
CC(OC(=O)c1nc(Cl)ccc1Cl)C(=O)Nc1ccccc1F (centres undefined)	17.4	1.08	14.0	-8.3	1.27	35.9	6.9	-5.6	-27.1
Cc1ccc(C)c(S(=O)(=O)NCc2ccncc2)c1	3.5	1.17	-1.3	-17.3	1.03	3.5	-0.7	-6.6	-3.4
CC(C)c1cc(C(=O)Nc2sc3c(c2C#N)CCC3)no1	-14.3	0.929	3.4	7.1	0.991	4.8	30.5	4.6	0.9
COc1ccc(-n2c(SCC(=O)N(C)c3ccccc3)nc3c([nH]c4ccccc43)c2=O)cc1OC	16.8	1.03	-22.8	-2.7	1.02	-13.5	7.6	-7.5	-1.8
COc1cc(C(=O)N2CCC3(CC2)NCCc2[nH]cnc23)cc(OC)c1OC	-6.5	0.916	8.4	8.4	1.1	-4.0	-3.1	2.0	-10.4
CCCCC(=O)Nc1nn(CC(C)C)c2nc3ccccc3cc12	0.5	1.06	1.6	-5.8	0.988	18.7	14.4	4.8	1.2
CC(=O)Nc1ccc(S(=O)(=O)Nc2nc3ccccc3nc2Nc2ccc(O)c(C(=O)O)c2)cc1	-0.5	0.985	-4.8	1.5	1.16	-2.6	13.6	12.4	-16.1
CC1(C)CC(=O)C(CCCN2C(=O)c3ccccc3C2=O)C(=O)C1	-10.8	0.91	1.7	9.0	0.908	12.4	13.4	8.3	9.2
COc1ccc(S(=O)(=O)N2CCCC(C(=O)NCc3ccccn3)C2)cc1Cl (centres undefined)	-18.0	1.12	-3.4	-11.7	1.23	17.9	-1.0	-17.3	-23.1
Cc1ccc(-c2[nH]ncc2CNCCc2cnn(-c3ccccc3)c2)cc1C	-14.2	1.03	7.4	-2.9	1.07	11.9	12.2	-0.8	-6.6

(more compounds)
SMILES	Apaf-1 inh	mIAP activ	TIM10 inh	mIAP inh	hIAP act	tim10-1 inh	NALP3 yeast inh	ATG4B inhibitor	hIAP inh
CC1=NN(/C(=N\c2nnc(C)s2)Nc2ccccc2)[C@H](c2ccc(C)cc2)S1	16.4	0.999	21.6	0.1	0.935	24.4	-15.1	-14.6	6.5
Cn1c2ccccc2c(=O)c2c(=O)n(Cc3ccco3)c(COc3ccccc3)nc21	17.7	0.883	5.8	11.7	0.948	-11.8	11.1	9.9	5.2
CCn1c(SCC(=O)c2ccccc2)nnc1-c1cc2cc(Br)ccc2o1	7.8	0.921	3.4	7.9	0.903	-9.2	16.0	2.7	9.7
COc1ccc(-c2nnc(SCCC(=O)O)n2-c2ccccc2)cc1	-18.4	1	8.4	-0.1	0.702	17.3	6.2	3.4	29.8
O=C(CCc1ccccc1)NCC1(c2ccccc2)CCCC1	17.2	1.06	-0.6	-5.9	1.25	22.7	17.2	2.4	-24.8
CC1CCC(C(C)C)C(OC(=O)Cn2c(-c3ccc(Cl)cc3)[n+](C)c3ccccc32)C1 (centres undefined)	14.5	0.816	12.2	18.4	0.966	10.7	8.3	19.4	3.4
COc1cc(C2Nc3ccc4ncccc4c3C3=C2C(=O)CCC3)ccc1O (centres undefined)	14.9	1.01	13.1	-0.7	0.841	8.5	7.3	-14.2	15.9
COc1ccc(NC(=O)c2ccc(C)cc2Cl)c([N+](=O)[O-])c1	8.5	0.912	6.6	8.8	0.93	3.1	20.1	1.4	7.0
Cc1ccc(NC(=O)c2scc3c2CCCC3)cc1	-0.4	0.957	11.3	4.3	1	11.4	24.6	-1.5	-0.1
Cc1cccn2c(=O)c3cc(C(=O)NC4CCCCC4)c(=N)n(CCN4CCOCC4)c3nc12	-13.3	1.11	0.9	-10.6	0.893	-2.1	2.3	6.6	10.7
CN(Cc1ccc(F)cc1)Cc1nc(-c2cnccn2)no1	8.0	0.935	-5.3	6.5	0.944	13.4	3.9	-10.1	5.6
Cc1ccc(C(=O)c2ccccc2C(=O)OCC(=O)N2C(C)CCCC2C)cc1 (centres undefined)	10.6	0.975	11.8	2.5	1.15	18.6	5.4	-13.1	-15.4
Cc1nnc2sc(-c3cccc(F)c3)nn2c1=O	-1.2	0.953	13.9	4.7	1.01	0.4	-6.1	11.8	-1.5
CC(C)C(=O)Nc1ccc(N2CCCC2)c(Cl)c1	4.3	1.01	-4.6	-0.9	0.962	14.8	17.6	6.8	3.8
Cc1ccc(CNC(=O)C2CCC(=O)N(CCc3cccc(F)c3)C2)s1 (centres undefined)	12.5	1.13	-9.4	-13.4	1.07	10.6	-10.4	-2.7	-6.6
CCN1C(=O)[C@@H]2[C@@H](c3ccc(-c4ccc(Cl)c(Cl)c4)cc3)N3CCC[C@@]3(C(=O)OC)[C@@H]2C1=O	30.0	1.03	7.1	-3.2	1.04	29.4	9.4	-6.7	-3.8
CCCc1cc(C(=O)NC2CCCCC2)no1	2.3	1.02	-2.0	-2.1	1.14	8.6	19.8	-7.2	-13.5
O=C(NCCNC(=O)c1ccc(Br)o1)c1ccc(Br)o1	-8.7	1.02	0.6	-2.2	1.06	7.0	-0.4	-0.7	-5.6
CCc1ccccc1NC(=S)N1CCC(C(=O)c2ccc(F)cc2)CC1	0.1	1.02	14.5	-2.0	1.03	29.2	-0.4	-11.8	-2.8
O=c1cc(CSc2nnnn2-c2ccccc2)nc(Nc2ccc(F)cc2)[nH]1	9.5	0.94	5.1	6.0	1.24	1.3	6.6	0.2	-23.8
CCCCCC1CCC(c2ccc(C(N)=O)cc2)CC1 (centres undefined)	7.7	1.01	3.4	-1.4	1.01	13.9	17.8	-3.2	-1.5
CCOC(=O)c1cccc(N/C=C/C(=O)c2ccc(OC)c(OC)c2)c1	21.1	1.06	14.9	-5.6	0.974	27.9	11.3	-9.5	2.6
CN(C(=O)COC(=O)c1ccccc1NCc1ccco1)c1c(N)n(Cc2ccccc2)c(=O)[nH]c1=O	15.2	0.924	-0.1	7.6	0.865	6.1	11.3	-13.6	13.5
C#CC(C)(CC)NC(=O)c1cc(OC)c(OC)c(OC)c1 (centres undefined)	1.8	1.14	7.3	-13.6	0.882	3.0	1.9	-3.6	11.8
CC(=O)Nc1ccc(OC(=O)c2cc([N+](=O)[O-])ccc2Cl)cc1	-32.7	1.02	-6.7	-2.5	0.785	4.5	16.0	5.0	21.5

Continued:
SMILES	Apaf-1 inh	mIAP activ	TIM10 inh	mIAP inh	hIAP act	tim10-1 inh	NALP3 yeast inh	ATG4B inhibitor	hIAP inh
Cc1c(Br)c(C(F)(F)F)nn1CC(=O)NCC1CCCO1 (centres undefined)	-27.6	1.03	18.3	-3.4	0.951	20.8	0.0	0.8	4.9
COc1ccc(C(=O)NCCn2cc(SCC(N)=O)c3ccccc32)cc1	-5.0	0.912	8.9	8.8	0.882	-22.3	10.0	-8.6	11.8
O=C(CSCc1ccc(Br)cc1)N1CCOCC1	-11.9	0.99	-4.4	1.0	1.01	-6.2	24.4	-4.5	-0.9
O=C(NCc1ccccc1C(F)(F)F)C1CC(c2ccccc2C(F)(F)F)=NO1 (centres undefined)	17.6	1.01	-10.5	-1.1	1.11	21.4	21.8	0.7	-11.2
CC(=O)Nc1sc2c(c1C(c1cccc(F)c1)N1CCN(CCO)CC1)CCCC2 (centres undefined)	-2.8	0.93	0.2	7.0	0.813	10.1	8.8	1.1	18.7
O=c1[nH][nH]c(-c2ccccc2)c1C=Nc1ccccc1	4.3	0.969	17.8	3.1	1.38	19.7	7.8	6.3	-38.4
CCc1nnc(NC(=O)c2ccc(Cl)c(S(=O)(=O)N3CCc4ccccc4C3)c2)s1	21.7	0.873	-7.9	12.7	1.35	-3.7	-2.8	28.6	-34.6
C=CCN(c1ccccc1)S(=O)(=O)c1cccc(C(=O)Nc2ccc(N3CCOCC3)cc2)c1	9.3	0.904	1.8	9.6	0.93	0.7	7.1	-5.3	7.0
COc1ccc(C(=O)N/C(=C\c2cccc([N+](=O)[O-])c2)C(=O)Nc2cccc(C(=O)O)c2)cc1	7.8	1.04	-0.1	-3.6	1.02	-6.3	-4.6	11.4	-1.7
CS/C(=N\S(=O)(=O)c1cccs1)Nc1ccc(Br)cc1F	1.5	0.945	15.9	5.5	0.981	14.7	23.4	1.1&5.7	1.9
CCN(C(=O)COC(=O)c1[nH]c(C)c(C(C)=O)c1C)C1CCS(=O)(=O)C1 (centres undefined)	-1.1	1.02	4.6	-1.9	0.981	10.3	1.2	-9.1	1.9

Quoted at random: 3 records from the list, in no set order.
SMILES	Apaf-1 inh	mIAP activ	TIM10 inh	mIAP inh	hIAP act	tim10-1 inh	NALP3 yeast inh	ATG4B inhibitor	hIAP inh
COc1ccc(C(=O)NCCn2cc(SCC(N)=O)c3ccccc32)cc1	-5.0	0.912	8.9	8.8	0.882	-22.3	10.0	-8.6	11.8
O=c1[nH][nH]c(-c2ccccc2)c1C=Nc1ccccc1	4.3	0.969	17.8	3.1	1.38	19.7	7.8	6.3	-38.4
COc1ccc(C(=O)N/C(=C\c2cccc([N+](=O)[O-])c2)C(=O)Nc2cccc(C(=O)O)c2)cc1	7.8	1.04	-0.1	-3.6	1.02	-6.3	-4.6	11.4	-1.7
